Screening data from PubChem BioAssay.
STAT1 activator: STAT1 signaling activation | NIH 3T3 STAT1-luciferase reporter, IFN-gamma, luminescence; 100% = IFN-gamma alone, no compound | activation (% of control), % at 5.5 µM | actives 2.6% (n = 200,000) | AID 932;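 active = activation above the screen-wide mean activation plus 3 SD, cut at about 130% in these data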;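 note: raw ratio to IFN-gamma control signal so 100% means no change and 0% no light; values of inactives mirror those of a sister screen read the other way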
Diaph inh CS: counter-screen for diaphorase-based assays: diaphorase inhibitors and chemical oxidizers. inhibition, % at 20 µM. AID 1217. actives 0.69% (n = 190,000). diaphorase resazurin-to-resorufin fluorescence, NADH, 16 min; bacterial (C. kluyveri) enzyme, not human;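 active = primary screen inhibition at 20 µM above a set limit, cut at about 50% in these data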;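 note: plate controls were DMSO with full reaction for no effect and wells lacking NADH for full effect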
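Test system: bacterial diaphorase enzyme (C. kluyveri); Quantity: 0.14 U/mL diaphorase, enzyme working solution; Times: reaction incubation of 16 min at room temperature; Measured by: fluorescence of resorufin formed from resazurin, Ex 544/Em 590 nm; Benchmarks: positive control minus NADH, DMSO neutral control.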
STAT3 activator: increases IL-6 driven STAT3 reporter signal | activation (% of control), % at 5.6 µM | actives 0.91% (n = 190,000) | U3A cells, IL-6 STAT3-luciferase reporter, luminescence; 100% = signal with IL-6 EC80 alone;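 active = activation above the screen-wide mean of compound activation plus 3 SD, cut at about 130% in these data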;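 note: 0% = background luminescence of wells with medium and substrate only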
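Material: STAT3-luciferase reporter U3A cells; Probe or stimulus: IL-6 (33 ng/mL); Incubation: compound pre-incubation 1 h before IL-6, then 6 h stimulation at 37 °C; Technique: luminescence from STAT3-driven luciferase reporter; Evaluation: % activation versus median of IL-6-stimulated wells; Controls: IL-6-only high control.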
Hsp70 act: Hsp70 transcriptional activation, primary screen; HeLa Hsp70 promoter luciferase reporter, luminescence; scaled: vehicle 0, proteasome-inhibitor control 100%; activation, % at 10 µM; actives 0.04% (n = 200,000);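 active = activation above the mean across all tested compounds plus 3 SD, cutoff set per campaign, cut at about 5.5% in these data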;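 note: 100% = MG132 at 30 µM as the positive control and 0% = DMSO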
G6PDH CS: counter-screen for G6PDH assay hits: L. mesenteroides G6PDH inhibition. actives 0.12% (n = 200,000). inhibition, % at 5 µM. AID 1020. Purified L. mesenteroides G6PDH, diaphorase/resazurin coupled fluorescence, 45 min; in the data active = inhibition above about 50%
TLR4 MyD88 comp: inhibitors of human TLR4-MyD88 binding; O00206+Q99836; HeLa CL3-4 TLR4/MyD88 BLA complementation, FRET ratio; inhibition, % at 8.4 µM; actives 0.18% (n = 200,000); AID 861; in the data active = inhibition above about 25%;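 note: 0% = vehicle and 100% = reference inhibitor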
Target sequence (O00206 whole entry, looked up): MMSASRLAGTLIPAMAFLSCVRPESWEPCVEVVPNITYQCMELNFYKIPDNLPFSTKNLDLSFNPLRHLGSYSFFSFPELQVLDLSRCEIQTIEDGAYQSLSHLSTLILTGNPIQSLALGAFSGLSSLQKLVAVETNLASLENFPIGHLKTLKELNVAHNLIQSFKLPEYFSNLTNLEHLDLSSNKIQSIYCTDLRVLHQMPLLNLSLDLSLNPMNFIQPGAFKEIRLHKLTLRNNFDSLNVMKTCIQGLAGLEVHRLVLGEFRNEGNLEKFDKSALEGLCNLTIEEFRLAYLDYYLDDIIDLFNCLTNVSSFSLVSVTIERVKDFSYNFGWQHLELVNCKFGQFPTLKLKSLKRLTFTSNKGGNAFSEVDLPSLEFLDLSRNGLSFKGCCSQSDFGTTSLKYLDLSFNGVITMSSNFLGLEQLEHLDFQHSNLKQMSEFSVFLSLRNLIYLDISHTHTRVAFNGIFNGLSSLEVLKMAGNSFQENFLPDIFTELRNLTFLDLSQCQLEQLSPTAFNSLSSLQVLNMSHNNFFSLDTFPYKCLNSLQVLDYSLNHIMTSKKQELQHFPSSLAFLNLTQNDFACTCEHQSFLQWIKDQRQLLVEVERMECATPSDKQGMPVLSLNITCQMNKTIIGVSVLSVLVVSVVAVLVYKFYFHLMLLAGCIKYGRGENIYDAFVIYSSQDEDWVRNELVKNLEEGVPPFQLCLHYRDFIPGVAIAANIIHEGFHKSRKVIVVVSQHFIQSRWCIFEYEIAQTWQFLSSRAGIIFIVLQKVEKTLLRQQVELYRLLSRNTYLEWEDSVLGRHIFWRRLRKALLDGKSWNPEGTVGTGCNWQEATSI
Target sequence (Q99836 whole entry, looked up): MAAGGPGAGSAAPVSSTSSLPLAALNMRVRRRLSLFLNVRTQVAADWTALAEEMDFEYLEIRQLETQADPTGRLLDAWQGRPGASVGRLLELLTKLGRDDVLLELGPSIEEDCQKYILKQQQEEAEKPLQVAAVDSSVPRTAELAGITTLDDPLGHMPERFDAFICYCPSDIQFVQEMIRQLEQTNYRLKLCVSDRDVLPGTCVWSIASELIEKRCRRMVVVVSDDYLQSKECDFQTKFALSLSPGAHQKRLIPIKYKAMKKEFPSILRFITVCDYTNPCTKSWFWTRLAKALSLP
STAT1 blocker: STAT1 signaling inhibition. NIH 3T3 STAT1-luciferase reporter, IFN-gamma, luminescence. inhibition, % at 5.5 µM. AID 920. actives 0.35% (n = 200,000);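 active = inhibition above a set limit, the mean inhibition across all tested compounds plus 3 SD, cut at about 34% in these data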;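 note: 0% = IFN-gamma with DMSO and 100% = IFN-gamma with 300 µM nifuroxazide; values of inactives mirror those of a sister screen read the other way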
APP transl inh: APP translation inhibition; inhibition, % at 2 µM; SH-SY5Y APP 5'UTR-luciferase reporter, luminescence; actives 0.82% (n = 190,000);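 active = inhibition above a set limit, derived from the sample mean plus 3 SD, cut at about 45% in these data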; note: values of inactives mirror those of a sister screen read the other way
STAT3 blocker: reduces IL-6 driven STAT3 reporter signal; U3A cells, IL-6 STAT3-luciferase reporter, luminescence; host cell line lacks STAT1; inhibition, % at 5.5 µM; actives 0.89% (n = 190,000); AID 862;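 active = inhibition above the mean inhibition across all screened compounds plus 3 SD, cut at about 44% in these data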;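 note: 0% = DMSO only wells and 100% = 100 µM nifuroxazide control wells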
Diaphorase act: activates diaphorase or chemically reduces, flagging diaphorase assay artifacts. Diaphorase/resazurin coupled assay, resorufin fluorescence, 16 min; active compounds read high; 1 = vehicle wells, 0 = NADH-free wells. activation factor at 20 µM. actives 0.005% (n = 190,000);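 active = diaphorase activity raised at least twofold by the compound at 20 µM; inactive = activation factor below 2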
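Material: Purified diaphorase enzyme from Clostridium kluyveri | Buffer or medium: 50 mM HEPES pH 7.4 with 4.542 mM MgCl2, 0.005% Tween 20 | Times: 16 min enzyme reaction, ambient temperature | Signal: Red resorufin fluorescence at 544/590 nm excitation/emission | Measure: Increased resorufin signal from activators or reducing compounds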
The depositor's hits bear a star.

COc1ccc2[nH]c(C)c(CCN3C(=O)C4C5C=CC(C5)C4C3=O)c2c1 (configuration not stated) was read as STAT1 activator 93, Diaph inh CS 23, STAT3 activator 90, Hsp70 act -0.1, G6PDH CS -6, TLR4 MyD88 comp -12, STAT1 blocker 7, APP transl inh -6, STAT3 blocker 20 and Diaphorase act 0.8.
For COc1ccc(NC(=O)C2CCN(C(=O)c3cccs3)CC2)cc1 the results were STAT1 activator 104, Diaph inh CS 15, STAT3 activator 100, Hsp70 act -0.2, G6PDH CS 0, TLR4 MyD88 comp 5, STAT1 blocker -5, APP transl inh -1, STAT3 blocker 1 and Diaphorase act 0.9.
For COc1ccc(C(c2nnnn2Cc2cccs2)N2CCC(C(N)=O)CC2)c(OC)c1 (configuration not stated) the results were STAT1 activator 92, Diaph inh CS -3, STAT3 activator 99, Hsp70 act -0.5, G6PDH CS 4, TLR4 MyD88 comp -10, STAT1 blocker 9, APP transl inh -12, STAT3 blocker 4 and Diaphorase act 1.
`O=C(NC(=S)NCc1cccnc1)c1cc2ccccc2o1` gave STAT1 activator 105, Diaph inh CS 9, STAT3 activator 96, Hsp70 act 0.0, G6PDH CS 6, TLR4 MyD88 comp -2, STAT1 blocker -3, APP transl inh 15, STAT3 blocker 10 and Diaphorase act 0.9.
Screening CC(=O)N(C)c1ccc(OCC(O)Cn2c(C)nc3ccccc32)cc1 (configuration not stated) returned STAT1 activator 78, Diaph inh CS 1, STAT3 activator 78, Hsp70 act -0.3, G6PDH CS 2, TLR4 MyD88 comp -14, STAT1 blocker 23, APP transl inh 4, STAT3 blocker 28 and Diaphorase act 1.
For Cc1cc(F)ccc1S(=O)(=O)Nc1ccccc1C(=O)Nc1ccccc1N1CCOCC1 the results were STAT1 activator 96, Diaph inh CS 14, STAT3 activator 99, Hsp70 act -0.2, G6PDH CS 3, TLR4 MyD88 comp 10, STAT1 blocker 5, APP transl inh -5, STAT3 blocker 5 and Diaphorase act 0.9.
For CN1CCN(C(=O)c2ccc(COc3ccc(C(C)(C)C)cc3)o2)CC1 the results were STAT1 activator 120, Diaph inh CS 23, STAT3 activator 108, Hsp70 act 0.2, G6PDH CS -1, TLR4 MyD88 comp -16, STAT1 blocker -22, APP transl inh -34, STAT3 blocker -4 and Diaphorase act 0.8.
Screening Cc1ccc2nc(SCC(=O)c3ccc4c(c3)NC(=O)CO4)[nH]c2c1 returned STAT1 activator 103, Diaph inh CS -13, STAT3 activator 103, Hsp70 act -0.1, G6PDH CS -4, TLR4 MyD88 comp -5, STAT1 blocker -3, APP transl inh 8, STAT3 blocker 2 and Diaphorase act 1.1.
CCn1c(SCC(=O)O)nnc1-c1ccccc1OC was read as STAT1 activator 98, STAT3 activator 113, Hsp70 act -0.1, G6PDH CS 14, TLR4 MyD88 comp 9, STAT1 blocker 2, APP transl inh 0 and STAT3 blocker -8.
COC(=O)c1ccc(NC(=O)C(=O)c2cccn2C)cc1 was read as STAT1 activator 56, Diaph inh CS 11, STAT3 activator 36, Hsp70 act 0.4, G6PDH CS 2, TLR4 MyD88 comp -15, STAT1 blocker 47*, APP transl inh -1, STAT3 blocker 79* and Diaphorase act 0.9.
For Cc1nnc(SC(C)C(=O)Nc2ncc(Cl)cc2Cl)n1Cc1ccccc1 (configuration not stated) the results were STAT1 activator 88, Diaph inh CS -15, STAT3 activator 100, Hsp70 act 0.0, G6PDH CS -1, TLR4 MyD88 comp 19, STAT1 blocker 13, APP transl inh -1, STAT3 blocker 4 and Diaphorase act 1.2.
COc1ccc(N2CCN(C(=O)Cn3cnc4c(cnn4-c4ccccc4)c3=O)CC2)cc1 was read as STAT1 activator 94, Diaph inh CS 3, STAT3 activator 90, Hsp70 act -0.3, G6PDH CS 3, TLR4 MyD88 comp -12, STAT1 blocker 6, APP transl inh -21, STAT3 blocker 19 and Diaphorase act 1.
For Cc1[nH]n(-c2ccc([N+](=O)[O-])cc2)c(=O)c1C=NCC1CCCO1 (configuration not stated) the results were STAT1 activator 135*, Diaph inh CS 18, STAT3 activator 108, Hsp70 act -0.2, G6PDH CS -3, TLR4 MyD88 comp -9, STAT1 blocker -39, APP transl inh -7, STAT3 blocker -4 and Diaphorase act 0.8.
`CC(=O)c1cccc(NS(=O)(=O)c2ccc(N/C=C\C(=O)c3ccc(C)cc3)cc2)c1` gave STAT1 activator 87, Diaph inh CS -2, STAT3 activator 70, Hsp70 act -0.3, G6PDH CS 1, TLR4 MyD88 comp -13, STAT1 blocker 14, APP transl inh -4, STAT3 blocker 37 and Diaphorase act 1.
CCO[C@H]1OC(C(=O)O)=C[C@@H](C2CCCCC2)[C@@H]1CCCO was read as STAT1 activator 104, Diaph inh CS 11, Hsp70 act -0.2, G6PDH CS 7, TLR4 MyD88 comp 1, STAT1 blocker -3, APP transl inh -18 and Diaphorase act 0.9.
Clc1cccc(Cl)c1CO/N=C/c1c(-c2ccccc2)nc2n1CCS2 was read as STAT1 activator 98, Diaph inh CS 20, STAT3 activator 88, Hsp70 act 0.2, G6PDH CS 6, TLR4 MyD88 comp -10, STAT1 blocker 2, APP transl inh -12, STAT3 blocker 17 and Diaphorase act 0.8.
Screening CCOc1ncccc1C(=O)OCC(=O)Nc1ccc2c(c1)OCO2 returned STAT1 activator 101, Diaph inh CS 2, STAT3 activator 103, Hsp70 act 0.0, G6PDH CS 1, TLR4 MyD88 comp -15, STAT1 blocker -2, APP transl inh -3, STAT3 blocker -1 and Diaphorase act 1.
For COc1ccc(-c2c3c(nc4sc(C(=O)Nc5cc(C)on5)c(N)c24)CCC3)cc1 the results were STAT1 activator 96, Diaph inh CS 41, STAT3 activator 89, Hsp70 act -0.1, G6PDH CS -6, TLR4 MyD88 comp 2, STAT1 blocker 0, APP transl inh -7, STAT3 blocker 15 and Diaphorase act 0.6.
Screening O=C(CCl)N(c1ccccc1)C1CCCCC1 returned STAT1 activator 89, Diaph inh CS -17, STAT3 activator 92, Hsp70 act -0.2, G6PDH CS 8, TLR4 MyD88 comp 1, STAT1 blocker 12, APP transl inh 1, STAT3 blocker 17 and Diaphorase act 1.2.
CCCC(=O)Nc1cc(-c2nn(C)c(=O)c3ccccc23)ccc1OC was read as STAT1 activator 96, Diaph inh CS 12, STAT3 activator 94, Hsp70 act -0.3, G6PDH CS 2, TLR4 MyD88 comp -1, STAT1 blocker 5, APP transl inh -4, STAT3 blocker 11 and Diaphorase act 0.9.

A draw from above in order of molar mass, high to low:
`CC(=O)c1cccc(NS(=O)(=O)c2ccc(N/C=C\C(=O)c3ccc(C)cc3)cc2)c1` gave STAT1 activator 87, Diaph inh CS -2, STAT3 activator 70, Hsp70 act -0.3, G6PDH CS 1, TLR4 MyD88 comp -13, STAT1 blocker 14, APP transl inh -4, STAT3 blocker 37 and Diaphorase act 1.
Screening CCOc1ncccc1C(=O)OCC(=O)Nc1ccc2c(c1)OCO2 returned STAT1 activator 101, Diaph inh CS 2, STAT3 activator 103, Hsp70 act 0.0, G6PDH CS 1, TLR4 MyD88 comp -15, STAT1 blocker -2, APP transl inh -3, STAT3 blocker -1 and Diaphorase act 1.
CCO[C@H]1OC(C(=O)O)=C[C@@H](C2CCCCC2)[C@@H]1CCCO was read as STAT1 activator 104, Diaph inh CS 11, Hsp70 act -0.2, G6PDH CS 7, TLR4 MyD88 comp 1, STAT1 blocker -3, APP transl inh -18 and Diaphorase act 0.9.
Screening O=C(CCl)N(c1ccccc1)C1CCCCC1 returned STAT1 activator 89, Diaph inh CS -17, STAT3 activator 92, Hsp70 act -0.2, G6PDH CS 8, TLR4 MyD88 comp 1, STAT1 blocker 12, APP transl inh 1, STAT3 blocker 17 and Diaphorase act 1.2.

Going on with the list.
COc1cc2nc(CN3CCC(C(O)(c4ccccc4)c4ccccc4)CC3)[nH]c(=O)c2cc1OC was read as STAT1 activator 104, Diaph inh CS 15, STAT3 activator 99, Hsp70 act -0.1, G6PDH CS 2, TLR4 MyD88 comp 7, STAT1 blocker -6, APP transl inh -8, STAT3 blocker 9 and Diaphorase act 0.9.
Screening Cc1cc(C)nc(SCNC(=O)c2ccc(F)cc2)n1 returned STAT1 activator 103, Diaph inh CS 16, STAT3 activator 90, Hsp70 act 0.1, G6PDH CS -2, TLR4 MyD88 comp -6, STAT1 blocker -3, APP transl inh -19, STAT3 blocker 16 and Diaphorase act 0.8.
For O=C(c1c(Cl)nc2sccn12)N1CCCc2ccccc21 the results were STAT1 activator 92, Diaph inh CS -4, STAT3 activator 97, Hsp70 act -0.2, G6PDH CS 1, TLR4 MyD88 comp -3, STAT1 blocker 7, APP transl inh -34, STAT3 blocker 10 and Diaphorase act 1.
`O=C(Nc1nc2ccc3ccccc3c2s1)c1ccc(N2CCCCC2)c([N+](=O)[O-])c1` gave STAT1 activator 99, Diaph inh CS 29, STAT3 activator 97, Hsp70 act -0.2, G6PDH CS -55, TLR4 MyD88 comp 4, STAT1 blocker 1, APP transl inh 12, STAT3 blocker -1 and Diaphorase act 0.7.
For CCOc1cc(C=O)ccc1OCc1cc(=O)n2cc(C)ccc2n1 the results were STAT1 activator 96, Diaph inh CS -1, STAT3 activator 91, Hsp70 act -0.1, G6PDH CS 1, TLR4 MyD88 comp -10, STAT1 blocker 3, APP transl inh -1, STAT3 blocker 15 and Diaphorase act 1.
Cc1ccccc1C(=O)Nc1nnc(-c2ccncc2)o1 was read as STAT1 activator 107, Diaph inh CS 7, STAT3 activator 109, Hsp70 act -0.3, G6PDH CS 2, TLR4 MyD88 comp -12, STAT1 blocker -8, APP transl inh 3, STAT3 blocker -11 and Diaphorase act 0.9.
O=C(COC(=O)Cc1cccc(C(F)(F)F)c1)Nc1cccc2ccccc12 was read as STAT1 activator 105, Diaph inh CS 8, STAT3 activator 113, Hsp70 act -0.5, G6PDH CS -11, TLR4 MyD88 comp -4, STAT1 blocker -6, APP transl inh 3, STAT3 blocker -21 and Diaphorase act 0.9.
For O=C(NN=C1CCCCCC1)c1cc(-c2ccccc2)nc2ccccc12 the results were STAT1 activator 99, Diaph inh CS 4, STAT3 activator 97, Hsp70 act -0.1, G6PDH CS 2, TLR4 MyD88 comp -3, STAT1 blocker 1, APP transl inh 0, STAT3 blocker 10 and Diaphorase act 1.
